Pf Dd2 inh: qHTS Primary assay for Inhibitors of Plasmodium falciparum Dd2 growth in vitro; P. falciparum Dd2 growth, SYBR Green, 72 h; Potency, µM (titrated, usually from 28.9 µM), without a hit: at the highest dose activity, negative = inhibition, hits mostly inhibitors; actives 4.3% (n = 120,000); active = well fitted inhibition curve with a large enough effect; inconclusive = small, poorly fitted or top-dose-only effect; inactive = no such curve, though single readings can be large or run the other way;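 also: plate controls were DMSO vehicle for no effect and reference drug for full effect; nearly all actives have a fitted effect of over 65% in size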
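Readout: SYBR Green fluorescence, 485 nm excitation, 535 nm emission, after ~16 h lysis at 37C. Before that, Dd2-infected red cells (2.5% hematocrit) grew 72 h with compound, 29 uM top final concentration.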
The depositor's hits bear a star; i = inactive; ? = inconclusive; [ ] = another dose, or the depositor's remark. Potency is read from the fitted curve at half-maximal effect. A portion of the library; the hit share may differ from the screen's.

SMILES	Pf Dd2 inh
O=C1CCC2(CCCO2)CCN1Cc1cccc(F)c1C(F)(F)F (stereo not drawn)	-15.8%
COc1cc(-c2nc(-c3c(C)noc3C)cc3cc(CN(C)C)oc23)ccn1	?
COCCN1C(=O)[C@H]2CN(Cc3ccc(OC)c(OC)c3OC)C[C@H]2C1=O	i
Cc1cc(C(=O)N2CCOC[C@H](Oc3ccc(C(F)(F)F)cn3)C2)n(C)n1	-18.6%[44.1 µM]
O=C(c1cccc(F)c1)N1CCC(Cc2nc(-c3cnccn3)no2)CC1	-11.4%
COc1cccc(N2C(=O)NC(=NC3CCCCC3)C23CCN(Cc2ccc(N(C)C)cc2)C3)c1 (stereo not drawn)	?
COc1cc2c(cc1CCc1ccccc1)N(C(=O)c1c[nH]c3ccccc13)CC21CCN(C(C)=O)CC1	?
O=C1OCC2(CCN(Cc3ccccc3O)C2)N1Cc1ccccc1 (stereo not drawn)	10µM*
O=C(COc1ccccc1)NC1CCCN(c2cc(-c3ccc(F)cc3)[nH]n2)C1 (stereo not drawn)	-32.6%
O=C(Nc1ccc(-c2nc3ccccc3o2)c(O)c1)c1cc(Cl)ccc1Cl	-2.0%
CCn1cc(S(=O)(=O)NCCc2ncc(C)n2Cc2ccc(F)cc2)cn1	6.31µM*
CC(C)Oc1ccc(C(=O)N2CCC(c3nc4ccccc4o3)CC2)cc1	40.8%[activator]
CCc1cccc(NC(=O)CN(c2ccc(C)cc2)S(=O)(=O)c2cccs2)c1	?
O=C1N(Cc2cccc(F)c2F)CCCC1(O)CN1CCNCC1 (stereo not drawn)	-2.2%
COc1cccc(NC(=O)N2CCN3CCCCC3C2)c1 (stereo not drawn)	52.6%[activator]
COc1cccc(C(=O)Nc2nc3nc(C)c(C)c(=O)n3[nH]2)c1	1.2%
O=C(CCCn1ccc2cc(S(=O)(=O)N3CCCC3)ccc21)NCc1ccc(Cl)cc1	?
O=C(c1ccc(Br)o1)N1C[C@@H](CO)[C@H](c2ccccn2)C1	-13.3%
COc1ccc(C(=O)N2CCN(c3cc(C(F)(F)F)nc(C)n3)CC2)cc1OC	-24.9%
O=C(COc1ccccc1)Nc1nnc(S(=O)(=O)N2CCCC2)s1	-15.9%
NC(=O)c1noc(CN2CCn3nc(CCC(=O)N4CCOCC4)cc3C2)n1	-9.7%
O=C(c1ccncc1)N1CCCN(Cc2cccnc2)c2ccccc21	i
O=C(CCc1conc1-c1ccccc1F)NCc1ccc(Cl)cc1	i
COc1ccc2oc(=O)cc(CN3CCN(c4ccccc4OC)CC3)c2c1	?
CN1CC(=O)N(c2ccccc2F)Cc2c(NCc3ccc(F)cc3)ncnc21	-12.9%

The last 6 entries of the part above open the next one.
SMILES	Pf Dd2 inh
O=C(COc1ccccc1)Nc1nnc(S(=O)(=O)N2CCCC2)s1	-15.9%
NC(=O)c1noc(CN2CCn3nc(CCC(=O)N4CCOCC4)cc3C2)n1	-9.7%
O=C(c1ccncc1)N1CCCN(Cc2cccnc2)c2ccccc21	i
O=C(CCc1conc1-c1ccccc1F)NCc1ccc(Cl)cc1	i
COc1ccc2oc(=O)cc(CN3CCN(c4ccccc4OC)CC3)c2c1	?
CN1CC(=O)N(c2ccccc2F)Cc2c(NCc3ccc(F)cc3)ncnc21	-12.9%
O=C(Nc1ccc2c(c1)OCCO2)N1c2ccccc2CC1c1nc(C2CC2)no1 (stereo not drawn)	i[5.79 µM]
COC(=O)[C@H](Cc1ccc(OC)cc1)NC(=O)[C@@H]1CN(C(=O)c2cccc(F)c2)CCN1C(=O)c1cccc(F)c1	-28.3%
Cc1nn2c(c1-c1ccccc1Oc1ccccc1)N(Cc1cccc(C(=O)O)c1)CCC2	?
Cc1ccc(-c2nn(CC(=O)NC3CCCC3)c3c2cnc2ccc(F)cc23)cc1C	?
Cc1ccc(C)c(N2CCN(S(=O)(=O)c3c(C(=O)N4CCC(C)CC4)c(C)n(C)c3C)CC2)c1	?
COc1ccccc1CNC(=O)[C@@H](C)C1CC[C@@]2(C)CC[C@H](NC(=O)c3ccncc3)[C@@H](C)[C@@H]2[C@H]1O (stereo partly drawn)	i
Cc1nnc2n1C(C)CN(C(=O)Cn1nnc(-c3ccc(F)cc3)n1)C2 (stereo not drawn)	9.2%
Cc1ccc(-c2ccc3nnc(CNC(=O)C(C)Oc4ccccc4)n3n2)cc1C (stereo not drawn)	-4.6%
CCCCNC(=O)c1ccc2c(c1)N(C(=O)c1ccc(F)cc1)CC2	i
CCCc1nn2c(=O)cc(COC(=O)c3ccc4c(c3)OCO4)nc2s1	8.6%
Cc1nc(NCCc2ccn[nH]2)cc(C2CC(O)C2)n1 (stereo not drawn)	-1.6%
Cc1cccc(NC(=O)CSc2nnc(CNC(=O)c3c(F)cccc3Cl)o2)c1C	4.9%
CCc1ccc(NC(=O)NCCc2c(C)nn(C)c2C)cc1	19.3%
COc1cccc(NC(=O)N2CCC(c3cc(-c4cccc(C)c4)n[nH]3)CC2)c1	?
CCOc1ccc(CN2C(=O)c3ccccc3Sc3ccc(C(=O)O)cc32)cc1	93.1%[activator]
O=C(NCc1nnnn1-c1ccccc1)C1CC2(CCNCC2)CN1 (stereo not drawn)	0.4%
COc1cccc(NC(=O)Cn2c(=O)n(-c3ccccc3)c(=O)c3c2cc(C)n3C)c1	27.4%
COc1cccc(CNC(=O)c2nnn3c2COC(c2ccc(C)cc2)C3)c1 (stereo not drawn)	?
CCCC(C)N1CC2(CCN(C(=O)c3sc(C)nc3CC)CC2)OC1=O (stereo not drawn)	6.3%
COc1cccc(N2C(=O)NC(=NC3CCCCC3)C23CCN(CC2CCCCC2)CC3)c1	?
Cc1ccc(C2c3c(-c4cc(C)ccc4O)n[nH]c3C(=O)N2Cc2ccco2)cc1 (stereo not drawn)	?
COCc1ncc(C)n1C1CCN(C(=O)C2CCC2)CC1	-4.0%
Cc1cc(C)n(C2CCN(c3ncnc4c3c(C)nn4C)C2)n1 (stereo not drawn)	-12.3%
COC1CCOC2(CCN(C(=O)c3cc(C)nn3C)CC2)C1 (stereo not drawn)	19.7%
COc1ccccc1CNC(=O)c1c[nH]c2ccc(S(=O)(=O)Nc3cc(C)cc(C)c3)cc2c1=O	i

In the list so far, 2 contain two or more sulfur atoms.
SMILES	Pf Dd2 inh
CCc1cccc(NC(=O)CN(c2ccc(C)cc2)S(=O)(=O)c2cccs2)c1	?
O=C(COc1ccccc1)Nc1nnc(S(=O)(=O)N2CCCC2)s1	-15.9%

(further entries)
SMILES	Pf Dd2 inh
COc1cccc(S(=O)(=O)N2CCC(n3cnnc3C(C)C)CC2)c1	13.7%
COc1cccc(NC(=O)C2CCCN(S(=O)(=O)c3ccc4[nH]c(=O)ccc4c3)C2)c1 (stereo not drawn)	-15.2%
COCc1nc(CCNC(=O)c2ccc(OC)cc2)no1	46.4%[activator]
O=C(Cn1cccc1-c1nc(-c2ccccc2)no1)Nc1ccc(Cl)cc1	-2.6%
CC(C)NC(=O)c1cnc2c(c1)N(C(=O)Cc1ccc(C(C)C)cc1)CCC2	i
COCC1CCN(C(=O)[C@@H]2CN(c3cnccn3)C[C@H]2COC)CC1	-4.8%
CN1CC2(CCN(C(=O)c3ccccc3-c3nn[nH]n3)CC2)CC1C(=O)O (stereo not drawn)	2.0%
COc1cc(Cl)ccc1C(=O)N(C)C1CCc2nnc(C)n2CC1 (stereo not drawn)	9.3%
NCC(=O)N1Cc2ccccc2CC12CCCN(C(=O)c1ccccc1)C2 (stereo not drawn)	8.91µM*
CN(CCc1ccccn1)[C@@H]1[C@H](O)[C@H](CO)O[C@@H]1CNS(=O)(=O)c1cccs1	-20.7%
CCOc1cc(-c2ccc(OC(=O)c3ccccc3Cl)c(OC)c2)cc(=O)c2c(C)oc(C)c12	-11.5%
COCCNC(=O)N1CCC(OC2CCN(Cc3ccccc3)CC2)CC1	?
Cc1cc(C)c(S(=O)(=O)NCCn2c(C)cnc2C2CCC2)cc1C	3.55µM*
CCn1nccc1C(=O)N1CCC2(CC1)CC(N(Cc1ccc(F)cc1)C1CC1)CCO2 (stereo not drawn)	?
CS(=O)(=O)N1C[C@@H](C(=O)Nc2ccc(N3CCOCC3)cc2)[C@H](c2ccncc2)C1	10.1%
Cc1nc(SC(C)C(=O)Nc2ccccc2Cl)cc(-c2ccccc2)n1 (stereo not drawn)	-16.2%
COc1ccc(-c2noc([C@@H]3Cc4nc[nH]c4CN3Cc3ccccc3)n2)cc1	?
COc1ccc(NC(=O)Cn2ncc3c4ccccc4n(Cc4ccccc4)c3c2=O)cc1OC	-3.2%
CCNC(=O)N[C@H]1CC[C@]2(C)CC[C@@H]([C@H](C)C(=O)NCc3ccco3)[C@H](O)[C@H]2[C@@H]1C	i
Nc1cccc(-c2cn(C[C@H]3CC4CCN3C[C@@H]4C(=O)NC3CCCCC3)nn2)c1 (stereo partly drawn)	?
COc1cc([C@@H]2Nc3c(F)cccc3[C@@H]3C=CC[C@@H]32)cc(Br)c1OC	?
C[C@@H](NC(=O)C1=C[C@@H](NC(=O)Nc2ccccc2Br)[C@@H](O)[C@H](O)C1)C(N)=O	-2.3%
CCCn1c2ccccc2c2cnn(CC(=O)NCCCN3CCCCC3CC)c(=O)c21 (stereo not drawn)	?
CCc1cccc2c(C(CC(=O)NC(C)CC)c3ccc(OC)c(OC)c3)c[nH]c12 (stereo not drawn)	-4.2%
COc1ccc(-c2onc(C)c2C(=O)NCCOc2ccccc2)cc1	-7.1%
CC1CCN(S(=O)(=O)c2ccc3c(c2)N(CC(=O)NCCCN2CCCCC2C)C(=O)CS3)CC1 (stereo not drawn)	?
CNC(=O)[C@@H]1CN(C(=O)c2cc(C)n(CCOC)c2C)C[C@H]1CO	1.5%
O=C(NCc1cccnc1)c1ccc2oc(-c3ccc(C(F)(F)F)cc3)nc2c1	?
O=C(O)[C@@H]1CN(C(=O)CCn2ccc(=O)[nH]c2=O)C[C@H]1c1cccc(F)c1	-19.3%
COc1ccccc1Cc1nc2ccccc2nc1SCC(=O)N1CCCCC1	-6.3%
O=C(COc1ccc(Cl)cc1)Nc1ccc(C(=O)OCc2cc(=O)n3ccsc3n2)cc1	i
N#Cc1ccc(O[C@@H]2CCOC[C@H]2NC(=O)CN2CCOC2=O)cc1	-3.4%
Cc1nn(CC(=O)N2CCCCCC2)c(=O)c2nc(C(C)C)sc12	i
O=C(Nc1ccccc1F)C1CCN(C(=O)c2ncn3c2COC(c2ccc(F)cc2)C3)CC1 (stereo not drawn)	-16.5%
COc1ccc(CN2CC3(CCN(C(=O)Cn4c(=O)oc5ccccc54)CC3)C2=O)cc1	i
CSCCC(NS(=O)(=O)c1cccs1)C(=O)Nc1ccc(C)c(Cl)c1 (stereo not drawn)	3.0%
Cc1ccc(C(=O)N2CCCC3(COc4ccccc4C(=O)N3)C2)cc1 (stereo not drawn)	-9.4%[44.1 µM]
COc1cc(=O)n2c(c1C(=O)Nc1ccccc1F)CCCC2	35.5%[activator]
COC(=O)c1cccnc1-n1c(=O)c2cccnc2n(CC(=O)Nc2ccc(C)cc2C)c1=O	17.0%
CC(C)c1ccc(NC(=O)CCS(=O)(=O)c2ccc3c(c2)CC(=O)N3C)cc1	18.7%
COc1ccc(C)cc1NC(=O)CN1C(=O)C(c2ccccc2)=NC12CCCC2	i
O=C(Nc1ccc(Cl)cc1)c1cnn2c1NC(c1ccccc1)=CC2c1ccccc1 (stereo not drawn)	3.16µM*
CCC1(N2CCN(S(=O)(=O)c3ccc(C(F)(F)F)cc3)CC2)CCN(C(=O)NC)C1 (stereo not drawn)	-21.5%
COCCNC(=O)C(NC(=O)c1ccc(OC)cc1)C1CCN(C(=O)c2cccc(C)c2)CC1 (stereo not drawn)	i
CCCOc1ccc(C(=O)Nc2cc(-c3nc4ccccc4[nH]3)ccc2C)cc1	i
COc1ccc2c(c1)OCC(C(=O)NCc1cc3cc(OC)ccc3[nH]1)C2 (stereo not drawn)	-28.9%
COC(=O)C1CCN(S(=O)(=O)c2ccc(N3CCCCS3(=O)=O)cc2)CC1	33.6%[activator]
CCCC(=O)NC1CCN(c2cc(C)cc(C)c2)C1=O (stereo not drawn)	-4.5%
N#Cc1ccc(C(=O)N2CCCCCNC(=O)[C@@H]3CCC[C@@H]32)cc1	0.0%
Cc1noc(C2CC3(CCN(C(=O)CCC4CCCC4)CC3)CN2C)n1 (stereo not drawn)	4.47µM*

Other compounds follow:
SMILES	Pf Dd2 inh
COC(=O)CCC(=O)N1CCCC(CCc2c(F)cccc2F)C1 (stereo not drawn)	-7.7%
CCCOc1cccc(C(=O)Nc2cccc(NC(=O)c3ccc(Cl)cc3Cl)c2)c1	-3.8%
COC(=O)c1ccccc1NC(=O)c1ccc(COc2ccccc2Cl)o1	29.8%
CCOc1ccccc1N1CCN(C(=O)CN2CC3CC(C2)[C@H]2CCCC(=O)N2C3)CC1 (stereo partly drawn)	-27.6%
CC(Oc1ccccc1)C(=O)N1CCC(n2cc(-c3nc(C(C)C)no3)nn2)C1 (stereo not drawn)	i
Cc1cc(C)c(C(=O)N2CC(c3nc(CCN(C)C(=O)C4CC4)no3)C2)c(C)c1	-0.7%
